Screening results from PubChem.
PhoP GFP inhibition: PhoP regulon inhibitors, Salmonella typhi PhoP promoter GFP reporter, confirmatory (AID 1850); Salmonella Typhi PhoP-promoter GFP reporter, fluorescence, 4 h; higher % means a stronger effect; one-dose inhibition, % at 50 µM; IC50 in µM for titrated hits; hit rate 0.33% among 310,000; in the data active means a potency from the dose series; inconclusive means inhibition mostly from about 25% at the one dose, without a potency; inactive means the rest, 99 in 100 with inhibition below about 19%;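 further: 0% = induced wells with vehicle and 100% = uninduced wells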
M. tuberculosis: growth inhibition of non-replicating M. tuberculosis (AID 488890); Mycobacterium tuberculosis non-replicating, growth inhibition; higher % means a stronger effect; hit rate 0.39% among 320,000; inhibition, % at 25 µM; hits with a dose series show IC50 in µM; in the data active means a potency from the dose series; inconclusive means inhibition mostly from about 82% at the one dose, without a potency; inactive means the rest, 99 in 100 with inhibition below about 76%;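 further: plate controls were DMSO cells for no effect and high antibiotic wells for full effect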
H37Rv inhibition: M. tuberculosis growth inhibition, HTS (AID 449762); M. tuberculosis H37Rv growth inhibition, 7H9 media; higher % means a stronger effect; inhibition, % at 25 µM; hits with a dose series show IC50 in µM; hit rate 0.59% among 330,000; in the data active means a potency from the dose series; inconclusive means inhibition above about 70% without an active follow-up result;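 further: bacterial growth assessed after seven days of incubation; strong numbers were not always called active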
inhibitors of VEEV: inhibitors of VEEV TC-83 cytopathic effect, confirmation, Vero cells (AID 588727) | hit rate 0.13% among 350,000 | inhibition, % at 20 µM; hits with a dose series show IC50 in µM | Vero cells, VEEV TC-83 cytopathic effect inhibition; higher % means a stronger effect; in the data active means a potency from the dose series; inconclusive means inhibition mostly from about 14% at the one dose, without a potency; inactive means the rest, 99 in 100 with inhibition below about 12%; further: strong numbers were not always called active
H1N1 NS1A inhibition: H1N1 influenza NS1A inhibitors, functional cell based assay (AID 504329). inhibition, % at 12.5 µM; hits with a dose series show IC50 in µM. NS1A functional cell-based assay, percent inhibition; higher % means a stronger effect. hit rate 0.3% among 340,000; in the data active means a potency from the dose series; inconclusive means inhibition above about 27% without an active follow-up result; further: strong numbers were not always called active
inhibitors of VEEV 10K pilot screen: recorded beside inhibitors of VEEV, whose call it bears; inhibition, %; measured here: 10K pilot screen inhibition
Numbers without * were called inactive; i = inactive; ? = inconclusive; · = no result given. Compounds as they come; 1.6% or so of the library scored in one or more.

SMILES	PhoP GFP inhibition	M. tuberculosis	H37Rv inhibition	inhibitors of VEEV	H1N1 NS1A inhibition	others
Cc1nnc2ccc(N3CCN(c4ccccn4)CC3)nn12	-6.0%	·	-7.0%	2.1%	1.8%
O=[N+]([O-])c1ccc(Cl)c(CN2CCCCCC2)c1	0.7%	31.0%	4.1%	0.3%	1.7%
Clc1ccc(C=Cc2ccccn2)c(Cl)c1	·	·	·	1.8%	-3.8%
Cc1ccc(NC(=O)CCS(=O)(=O)c2cccc3nonc23)cc1Cl	-8.9%	23.5%	18.4%	0.1%	7.4%
O=C(O)C1CCCCC1C(=O)NCc1ccc2c(c1)OCO2 (stereo unspecified)	-8.0%	-11.9%	-0.8%	1.3%	·
COc1ccc(/C=N/N=C2/NC(=O)C(CC(=O)O)S2)cc1OCc1ccc(Cl)cc1Cl (stereo unspecified)	0.6%	-11.0%	3.4%	i	-5.5%
Cc1nc2ccccc2n1Cc1ccccc1Br	4.2%	12.7%	-9.4%	i	-13.2%
CNC(=O)COC(=O)CCC(=O)c1cccs1	9.2%	9.1%	2.7%	1.0%	-0.6%
N[C@@]12CCc3nonc3[C@]1(O)CC(c1ccccc1)=[N+]2[O-]	-1.7%	-21.1%	-3.6%	0.8%	-3.4%
COc1ccc(CNC(=O)C(OC(=O)c2ccco2)c2ccc(OC)cc2)cc1 (stereo unspecified)	-1.8%	?	10.9%	1.5%	7.2%
Clc1c(-c2nnc3n2CCC3)sc2ccccc12	-5.2%	34.1%	67.9%	i	-3.4%
Cc1c(Cl)cccc1N1C(=O)C(N2C(=O)c3cccc([N+](=O)[O-])c3C2=O)C1c1cccs1 (stereo unspecified)	-9.5%	-19.0%	-5.4%	i	-3.0%
COc1ccc(CN(C)CCCn2cnc3c(OCc4ccccc4)ncnc32)cc1OC	·	·	·	0.3%	-0.7%
Nc1ncnc2c1ncn2[C@@H]1O[C@H](COS(=O)(=O)O)[C@@H](O)[C@H]1O	·	-4.5%	-9.9%	0.1%	8.2%
O/N=C(\c1ccc(Cl)cc1Cl)c1ncc(C(F)(F)F)cc1Cl	-1.6%	24.6%	-0.2%	3.0%	-17.6%
COCC(=O)Nc1ccc(S(=O)(=O)Nc2ccccn2)cc1	0.8%	-0.1%	1.8%	0.4%	1.5%
CC1(C)C(=O)N(OCc2ccccc2)C(C)(C)C(=O)N1OCc1ccccc1	2.8%	0.7%	0.5%	0.9%	-8.8%
O=C(CSc1nnc(C2CC2)n1Cc1ccccc1)N1CCN(S(=O)(=O)c2ccccc2)CC1	8.8%	2.6%	-7.8%	5.0%	-7.2%
Cc1ccc(CN2CCN(Cc3ccccc3-c3ccco3)CC2CCO)o1 (stereo unspecified)	6.9%	14.6%	-3.6%	0.5%	8.1%
COc1ccc(CCNC(=O)COC(=O)Cc2ccccc2F)cc1	·	42.1%	1.9%	i	9.0%
Cc1ccc(/C=N/NC(=O)c2nnn(-c3nonc3N)c2C(C)C)o1	5.8%	21.3%	8.9%	1.6%	-2.5%
O=C1NC(=O)/C(=C\c2cn(Cc3ccccc3F)c3ccccc23)N1	-4.0%	7.9%	-2.3%	i	6.5%
COc1ccccc1C1=NOC(C)(c2nnc(-c3cccc(Cl)c3)o2)C1 (stereo unspecified)	12.0%	?	0.9%	8.0%	-8.0%
Cc1c(Cl)c(C(=O)NC2C3CC4CC(C3)CC2C4)nn1C (stereo unspecified)	5.1%	2.1%	-14.8%	i	-3.8%
Cc1ccc(C(C(=O)NCCc2ccccc2)N(C(=O)c2csnn2)C2CC2)cc1 (stereo unspecified)	-1.5%	8.6%	6.3%	0.6%	1.6%
(next part)
SMILES	PhoP GFP inhibition	M. tuberculosis	H37Rv inhibition	inhibitors of VEEV	H1N1 NS1A inhibition	others
COc1cc2c(cc1NC(=O)C(C)N1CCN(S(=O)(=O)c3ccccc3[N+](=O)[O-])CC1)oc1ccccc12 (stereo unspecified)	-9.9%	18.5%	-5.9%	2.2%	0.8%
CCOc1ccc(N(CC(=O)NCCc2ccc(F)cc2)S(=O)(=O)c2ccccc2)cc1	19.4%	-7.4%	1.1%	5.8%	2.0%
CC(C)(C)OC(=O)COc1cc(O)c2c(=O)cc(-c3ccccc3)oc2c1	-7.0%	53.9%	39.4%	0.9%	-4.0%	inhibitors of VEEV 10K pilot screen=0.8
CC1CCCN(C(=O)C2CCN(C(=O)Nc3ccccc3)CC2)C1 (stereo unspecified)	·	-0.5%	-10.7%	i	-7.5%
CN(CCOc1ccccc1)C(=O)c1ccc(N2CCCC2)c([N+](=O)[O-])c1	8.7%	8.0%	-0.7%	1.2%	6.5%
C/C(=N\NC(=S)NCCc1ccccc1)c1ccc(C#N)cc1	4.0%	44.3%	4.0%	i	-4.8%
CC(C)Oc1ccc(C(=O)Nc2ccc(N3CCCC3)cc2)cc1	19.1%	67.5%	13.3%	i	-11.2%
CCCCCCC1CC(=O)NC(=O)N1 (stereo unspecified)	-2.9%	-0.6%	-8.5%	2.7%	-19.3%
Cc1ccc(CC(=O)Nc2ccc(C(=O)N3CCOCC3)cc2)cc1	-5.5%	-0.2%	-6.0%	1.4%	-4.6%
Cc1onc(C(=O)N2CCN(c3ccccc3)CC2)c1[N+](=O)[O-]	-4.1%	-2.2%	8.6%	i	-2.6%
Cc1cccc(C)c1Nc1nc2ccccc2o1	-5.0%	32.9%	2.0%	2.2%	-8.8%
O=C(COc1ccc(S(=O)(=O)NCCc2ccccc2)cc1)N1CCCC1	-9.3%	2.2%	5.9%	0.3%	-6.8%
CC(Oc1ccc(NC(=O)c2ccco2)cc1)C(=O)N1c2ccccc2CC1C (stereo unspecified)	1.3%	39.5%	11.6%	5.1%	-1.2%
Cc1ccc(S(=O)(=O)N2CCCC2c2nc3ccccc3s2)cc1 (stereo unspecified)	3.9%	-4.3%	-2.6%	0.4%	4.9%
Cc1cc(N2CCOCC2)nc(N2CCOCC2)n1	-6.5%	7.8%	-12.7%	i	-17.3%
CC(=O)NS(=O)(=O)c1ccc(N=NN2CCCCC2)cc1	-1.5%	-15.3%	11.9%	0.1%	2.6%
CCN(CC)CCNC(=O)c1cn(CC)c2ccc(S(=O)(=O)N(C)C)cc2c1=O	-12.4%	4.4%	-1.6%	i	1.8%
CCCC(CCC)=NNC(=O)CN(Cc1ccccc1)S(=O)(=O)c1ccccc1	-5.1%	11.1%	4.8%	1.0%	-1.6%
CCOC(=O)C1CCN(C(=O)/C=C/c2ccc3c(c2)OCO3)CC1	-2.1%	20.6%	-7.9%	i	0.6%
Cn1c(=O)cc(SCC(=O)NCc2cccnc2)c2ccccc21	-11.2%	-6.2%	11.4%	1.8%	12.5%
CC(C(=O)NCc1ccco1)c1ccc([N+](=O)[O-])cc1 (stereo unspecified)	-6.2%	9.8%	10.0%	i	-7.3%
O=C(Nc1c2ccccc2nc2ccccc12)C(Cl)(Cl)Cl	63.5µM*	69.0%	7.7%	4.1%	-18.3%
COc1cccc(CNC(=O)c2cc3ccccn3n2)c1	2.7%	11.8%	-7.1%	0.5%	2.3%	inhibitors of VEEV 10K pilot screen=1.8
COCCNC(=O)c1c[nH]c2ccc(S(=O)(=O)Nc3ccc(F)cc3F)cc2c1=O	-10.5%	-14.4%	1.8%	1.1%	-5.0%
Cc1ccc(C)c(OCCCNCc2ccccc2)c1	4.8%	·	2.2%	i	0.3%
Further compounds.
SMILES	PhoP GFP inhibition	M. tuberculosis	H37Rv inhibition	inhibitors of VEEV	H1N1 NS1A inhibition	others
O=C(CCN1CCN(Cc2ccccc2)CC1)Nc1ccc(OCc2ccccc2)cc1	7.8%	?	45.6%	i	4.4%
CCc1cccc(C)c1NC(=S)N1CCCC1C(=O)O (stereo unspecified)	-6.6%	-4.9%	-7.0%	0.1%	7.6%
CCOC(=O)CCC(=O)OCC(=O)NC(C)C1CC2CCC1C2 (stereo unspecified)	2.8%	18.2%	3.4%	i	-11.1%
CC1(C)CC(=O)C=C(NCCO)C1	-4.9%	-1.4%	-2.5%	1.5%	-6.9%
CCN(CC)C(=O)c1ccc2nc(-c3ccccc3)c(-c3ccccc3)nc2c1	0.3%	26.4%	5.8%	7.1%	-0.4%
COC(=O)c1sccc1NC(=O)CSc1ccccc1NC(=O)CNC(C)C	2.6%	-3.3%	-3.8%	3.6%	7.5%
COc1ccc(Nc2nc(Cl)nc(NCc3ccco3)n2)cc1	-4.6%	5.5%	-1.1%	0.6%	-15.8%
C/C(=N/NS(=O)(=O)c1ccc(C)cc1)[C@H]1C[C@@H]1c1ccccc1	12.9%	2.7%	-3.3%	i	17.6%
O=C(N/N=C/c1cccnc1)c1ccccc1[N+](=O)[O-]	-3.3%	-8.4%	-6.4%	1.4%	-9.5%
C[C@H](NC(=O)CCC(=O)N1C[C@H]2C[C@H](C1)c1cccc(=O)n1C2)c1ccccc1	19.3%	14.8%	-3.9%	0.8%	6.8%
c1ccc2c(CNCCN3CCOCC3)cccc2c1	2.4%	7.5%	-11.3%	0.3%	-8.3%
Cc1ccccc1[N+](=O)[O-]	·	-11.5%	-10.8%	0.2%	-11.3%
O=C(NCc1ccco1)c1nc2ncccn2n1	-2.4%	-7.0%	-2.8%	i	2.1%	inhibitors of VEEV 10K pilot screen=0.8
COc1ccc(C(=O)Nc2nc3ccccc3c(=O)[nH]2)cc1	-4.3%	-3.4%	3.5%	3.5%	-1.1%
O=C(NC(=S)Nc1cccc2cccnc12)c1ccccc1	-15.2%	?	14.7µM*	0.4%	1.9%	inhibitors of VEEV 10K pilot screen=0.9
NC(=S)N=Nc1c(O)n(CC(=O)Nc2ccccc2)c2ccccc12	-2.5%	-1.5%	7.0%	0.2%	-10.5%
O=C(NCc1ccco1)c1ccc(Oc2ccccc2)cc1	-0.9%	69.6%	-2.4%	4.8%	-17.4%
COc1ccc(/C=C/C(=O)NCc2nc3ccccc3[nH]2)cc1OC	-8.9%	13.7%	0.9%	0.8%	0.1%
Cc1ccc(N2CCN(C(=O)c3cccs3)CC2)c(C)c1	-0.1%	3.2%	-3.7%	0.2%	1.1%
Cc1cc(C)nc(CCNC(=O)c2cc(COc3ccc(F)cc3F)on2)n1	7.4%	12.1%	11.3%	i	2.1%
CCOC(=O)C1=CC[C@@H](c2cc3cc(OC)ccc3n2C)N(S(=O)(=O)c2ccc(C)cc2)[C@H]1C(=O)OCC	·	-3.1%	1.6%	1.3%	13.0%
CCC1(CC)CNC(=O)NC1=O	·	·	·	i	-1.4%
O=C(c1ccco1)N1CCn2cccc2C1c1ccccc1 (stereo unspecified)	13.5%	22.4%	8.0%	2.8%	6.6%
CCc1ccc2[nH]c3nc(SCc4nnc(-c5ccccc5)o4)nnc3c2c1	-1.1%	-4.2%	-0.9%	i	-10.8%
CCC(C)NS(=O)(=O)c1ccc(F)c(C(=O)Nc2c(F)cc(F)cc2Br)c1 (stereo unspecified)	0.2%	29.4%	2.0%	0.2%	-13.8%
Cn1sc(NC(=O)c2ccc(Cl)cc2)nc1=O	7.7%	48.6%	6.1%	1.7%	-5.9%
COc1ccc(CNC(=O)C[C@H]2C(=O)N(Cc3ccc(OC)cc3)C[C@@H]2Cc2ccccc2)cc1	12.3%	25.4%	-1.7%	0.3%	0.9%
CC(C)On1c(SC(C)C)nc2ccccc2c1=O	-1.1%	1.3%	0.8%	i	4.5%	inhibitors of VEEV 10K pilot screen=0.6
CC1(C)CC(=O)C(C(c2cccnc2)C2C(=O)CC(C)(C)CC2=O)C(=O)C1	7.6%	?	-2.0%	i	-4.8%

Nothing new here: seven of the compounds above.
SMILES	PhoP GFP inhibition	M. tuberculosis	H37Rv inhibition	inhibitors of VEEV	H1N1 NS1A inhibition	others
Cc1ccc(N2CCN(C(=O)c3cccs3)CC2)c(C)c1	-0.1%	3.2%	-3.7%	0.2%	1.1%
Cc1cc(C)nc(CCNC(=O)c2cc(COc3ccc(F)cc3F)on2)n1	7.4%	12.1%	11.3%	i	2.1%
CCOC(=O)C1=CC[C@@H](c2cc3cc(OC)ccc3n2C)N(S(=O)(=O)c2ccc(C)cc2)[C@H]1C(=O)OCC	·	-3.1%	1.6%	1.3%	13.0%
CCC1(CC)CNC(=O)NC1=O	·	·	·	i	-1.4%
O=C(c1ccco1)N1CCn2cccc2C1c1ccccc1 (stereo unspecified)	13.5%	22.4%	8.0%	2.8%	6.6%
CCc1ccc2[nH]c3nc(SCc4nnc(-c5ccccc5)o4)nnc3c2c1	-1.1%	-4.2%	-0.9%	i	-10.8%
CCC(C)NS(=O)(=O)c1ccc(F)c(C(=O)Nc2c(F)cc(F)cc2Br)c1 (stereo unspecified)	0.2%	29.4%	2.0%	0.2%	-13.8%
